C2C12 statin: suppression of simvastatin myotoxicity; C2C12 myotubes + simvastatin, ATP luminescence, 48 h; scaled: DMSO 0, geranylgeraniol control 100; rescue of ATP level, % at 7.49 µM; hit rate 0.78% among 330,000; AID 602340;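 active = mean ATP rescue above about 67%, or every replicate alone reaching that limit, limit read from the data, passing the limit was not always enough; inconclusive = no clear call, values can overlap the other calls; inactive = mean under the limit and some replicate under it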;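 also: myotubes were challenged with 10 µM simvastatin during compound exposure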
ARNT TACC3 PPI: disrupts binding between human ARNT and TACC3 | AlphaScreen His-ARNT PAS-B/GST-TACC3 binding, luminescence; TACC3 fragment carries E629A point mutation | inhibition, % at 9.99 µM | hit rate 0.66% among 390,000 | AID 623870;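 active = mean inhibition of replicates at least 50% and at least half of replicates each reaching 50%; inconclusive = half or more replicates reach 50% but mean below 50%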;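 also: 0% = complete ARNT plus TACC3 wells and 100% = ARNT alone without TACC3; many hits fall short of the cut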
SIRT5 block: blocks human SIRT5 desuccinylation of peptide | Q9NXA8 | Purified SirT5, succinyl-peptide AMC, trypsin-coupled fluorescence | inhibition, % at 15 µM | hit rate 1.1% among 330,000; in the data active = inhibition above about 15%; inconclusive = no clear call, values can overlap the other calls
Target sequence (Q9NXA8 whole entry, looked up): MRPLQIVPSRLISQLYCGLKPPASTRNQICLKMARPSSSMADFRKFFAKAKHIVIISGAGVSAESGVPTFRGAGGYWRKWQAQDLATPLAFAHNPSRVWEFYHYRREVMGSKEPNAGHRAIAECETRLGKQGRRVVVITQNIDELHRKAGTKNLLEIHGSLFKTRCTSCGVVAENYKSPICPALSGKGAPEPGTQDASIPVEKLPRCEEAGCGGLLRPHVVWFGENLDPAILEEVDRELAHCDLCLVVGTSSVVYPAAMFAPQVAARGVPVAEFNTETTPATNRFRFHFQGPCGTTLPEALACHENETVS
miR122 inh: inhibitors of miR-122 in Huh7 cells | Huh7 miR-122 Renilla luciferase sensor, 48 h; neutral wells = 0, positive control = 100 | activation (reporter increase), % at 12.5 µM | hit rate 0.3% among 340,000;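 active = mean replicate activation score at least 90 and every replicate individually at or above 90; inconclusive = only one of the two criteria met; inactive = neither criterion met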;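 also: higher luciferase means less miR-122 activity so hits act as miR-122 inhibitors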
ERp5 inh: blocks human ERp5 reductase activity on insulin; Q15084; ERp5 insulin aggregation, absorbance 650 nm, 90 min; inhibition, % at 9.99 µM; hit rate 0.05% among 350,000; AID 651711;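 active = mean replicate inhibition above about 25%, with every replicate also reaching it, limit read from the data, passing the limit was not always enough; inconclusive = only one of those two criteria met; inactive = neither criterion met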
Target sequence (Q15084 whole entry, looked up): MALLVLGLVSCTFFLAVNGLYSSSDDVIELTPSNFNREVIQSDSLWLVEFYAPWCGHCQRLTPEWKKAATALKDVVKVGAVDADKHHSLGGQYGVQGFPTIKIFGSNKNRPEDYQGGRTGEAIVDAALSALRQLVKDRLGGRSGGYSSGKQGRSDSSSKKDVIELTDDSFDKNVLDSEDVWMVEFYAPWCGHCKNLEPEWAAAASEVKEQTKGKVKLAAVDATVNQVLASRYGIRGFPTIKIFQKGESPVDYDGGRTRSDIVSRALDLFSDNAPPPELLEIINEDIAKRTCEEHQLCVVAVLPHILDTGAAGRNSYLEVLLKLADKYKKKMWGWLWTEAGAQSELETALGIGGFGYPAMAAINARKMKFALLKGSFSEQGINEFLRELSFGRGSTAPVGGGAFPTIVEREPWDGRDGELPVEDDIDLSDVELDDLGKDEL
Cneo AK release: causes C. neoformans cell lysis; hit rate 0.2% among 360,000; adenylate kinase release luminescence, 4 h; normalised: neutral wells 0, clomiphene wells 100; lysis activity, % at 15 µM;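 active = mean lysis activity across replicates of at least 80%, whatever share of replicates individually reach that level; inactive = mean lysis activity below 80%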
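Test system: log-phase Cryptococcus neoformans yeast cells. Input: 5 × 10^6 yeast cells/mL. Medium: fresh YPD growth medium. Doses: single dose. Incubation: static 4 h at 37 °C with compound, 1 h detection. Measured by: luminescent adenylate kinase detection reagent. Read-out: signal increase indicating cell lysis. Benchmarks: Clomiphene.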
esBAF inh: inhibitors of esBAF chromatin remodeling in mouse ES cells. Bmi1-luciferase knock-in reporter, 24 h; 100% = twice the neutral-well signal. reporter increase, % at 12.5 µM. hit rate 2% among 350,000. AID 602393; in the data active = activation above about 40%; inconclusive = no clear call, values can overlap the other calls;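 also: 0% = median of the plate's neutral control wells and 100% = double that signal; a rise in the Bmi1 reporter signal indicates esBAF inhibition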
Numbers without * were called inactive; u = inconclusive; x = no result given; [ ] = remark or other dose.

SMILES	C2C12 statin	ARNT TACC3 PPI	SIRT5 block	miR122 inh	ERp5 inh	Cneo AK release	esBAF inh
Cn1nc(C(=O)Nc2ccc3c(c2)OCO3)c2ccccc2c1=O	x	x	2	1	7	0	x
CCSc1nnc(NC(=O)c2cc(C)on2)s1	15	-3	x	-2	x	-2	-4
C[C@@H]1CN([C@H](C)CO)C(=O)Cc2cc(NC(=O)Cc3ccccc3)ccc2O[C@H]1CN(C)S(=O)(=O)c1ccc(Cl)cc1	0	3	7	5[16.7 µM]	2	3	1
Cc1ccc(C2/C(=C(\O)c3cnn(-c4ccccc4)c3C)C(=O)C(=O)N2CCN(C)C)o1 (configuration not stated)	0	1	x	-4	x	0	48*
CN(C(=O)c1ccc(NC(=O)Cc2ccc(NC(=O)C3CCN(C(=O)C4CC4)CC3)cc2)cc1)C1CC1	9	-3	1	-3	4	-2	0
O=C(NCCc1ccccc1Cl)C1CC(=O)N(C2CCCCC2)C1 (configuration not stated)	7	2	-4	-1	1	1	1
CC(C)C[C@H]1CNC(=S)N1CC1CCN(CCCC2CCCCC2)CC1	-8	16	-2	-5	1	2	3
N#Cc1ccc(N2CCOCC2)nc1	x	-2	0	x	3	x	x
CN1C(=O)c2cccc3c(S(=O)(=O)N(C)C)ccc1c23	4	-7	0	x	4	118*	-12
O=C(CSc1nnc(Cc2cccs2)n1C1CC1)NC1CCS(=O)(=O)C1 (configuration not stated)	12	-4	-6	4	-4	0	0
Cc1ccc(COC(=O)c2nn(C)c(=O)c3ccccc23)cc1	x	-3	-2	x	0	x	x
COc1ccccc1CC(=O)N1CCN(c2cccc(Cl)c2)CC1	7	-2	-2	-10	2	-2	9
Cc1ccc(NC(=O)CNC(c2ccccc2)c2ccccc2)c(F)c1	-5	-2	-1	1	5	x	2
CC(=O)C1CCC2C3CC=C4CC(SC(=N)N)CCC4(C)C3CCC12C (configuration not stated)	x	8	1	x	-3	x	x
Cc1cc(C(=O)Nc2cccc3c2O[C@@H](CN(C)C(=O)Nc2ccc(F)cc2)[C@H](C)CN([C@H](C)CO)C3=O)n(C)n1	-2	-1	-3	0[16.7 µM]	-2	0	4
O=C1CC/C=C\C[C@@H](CC(=O)N(CCO)Cc2ccccc2)C(=O)NC[C@@H](c2ccccc2)O1	4	2	-3	5	1	-2	2
CC(=O)N1CN(C2CCS(=O)(=O)C2)Cc2c1sc1c2CCCC1 (configuration not stated)	8	-5	x	2	x	-2	-3
CC[C@@]12C(=O)N(c3cccc(Br)c3)C(=O)N1[C@H](c1ccc(Br)cc1)[C@@H]1C(=O)N(C(C)(C)C)C(=O)[C@@H]12	0	8	x	x	3	0	1
COc1ccc(C(=O)Nc2ccccn2)cc1S(=O)(=O)N1CCOCC1	x	1	-3	x	2	-4	x
Cc1nc2cc(C(F)(F)F)ccc2n1C1CCN(CC(=O)NC(C)(C)C)CC1	7	6	x	-1	x	0	-6

Brought forward from above: 2 compounds; new compounds follow.
SMILES	C2C12 statin	ARNT TACC3 PPI	SIRT5 block	miR122 inh	ERp5 inh	Cneo AK release	esBAF inh
COc1ccc(C(=O)Nc2ccccn2)cc1S(=O)(=O)N1CCOCC1	x	1	-3	x	2	-4	x
Cc1nc2cc(C(F)(F)F)ccc2n1C1CCN(CC(=O)NC(C)(C)C)CC1	7	6	x	-1	x	0	-6
CCCNC(=O)Nc1ccc2c(c1)OC[C@@H](C)N(Cc1ccc(-c3ccccn3)cc1)C[C@H](C)[C@H](OC)CN(C)C2=O	35	7	x	x	-3	1	11
C=CC[C@@H](Cc1ccc(F)cc1)C(=O)OC[C@@H]1CCCN1C(=O)[C@@H](CC=C)CC(=O)N[C@H](CO)Cc1ccccc1	1	-4	3	x	-5	5	-7
CCN1CCN(CCCNC(=O)c2cc3sccc3n2CC)CC1	-2	11	2	1	-2	0	6
O=C(Nc1cnn(Cc2ccc(F)cc2)c1)C(c1ccccc1)c1ccccc1	8	-7	x	9	x	-8	3
Cc1ccc(S(=O)(=O)N[C@H]2C=C[C@@H](CC(=O)NC3CCCCC3)O[C@@H]2CO)cc1	-4	-6	4	x	-2	-2	1
COCC(=O)N1C[C@H](C)[C@@H](OC)CN(C)C(=O)c2cc(NC(=O)c3cnccn3)ccc2OC[C@@H]1C	2	-2	-4	x	4	9	-2
C[C@@H]1CN([C@H](C)CO)C(=O)c2cc(NS(=O)(=O)c3ccccc3)ccc2O[C@@H](C)CCCCO[C@H]1CN(C)C(=O)C1CCCCC1	-16	3	12	-4[16.7 µM]	2	1	2
O=C1CC2c3ccccc3C1C1C(=O)N(CCc3ccccc3)C(=O)C21 (configuration not stated)	3	-10	0	15	-1	x	0
C/C(=N\NC(N)=S)C1C2C3CC4C5CC(C42)C1C53 (configuration not stated)	-11	15	1	-14	5	27	-6
COc1ccccc1Cn1c(=S)[nH]c2cc(C(=O)NCC3CCCO3)ccc2c1=O (configuration not stated)	x	8	-2	x	2	x	x
COc1c(N2CCN(C(=S)NCc3ccccc3)C(C)C2)c(F)cc2c(=O)c(C(=O)O)cn(C3CC3)c12 (configuration not stated)	24	x	x	-4	x	0	-10
COc1ccc(N(C(=O)c2ccco2)C(C(=O)NC2CCCC2)c2ccc(N(C)C)cc2)cc1 (configuration not stated)	14	15	x	x	x	2	8
Cn1c(=O)[nH]c(=O)c2c1nc(CN1CCOCC1)n2Cc1ccc(F)cc1	-5	-6	x	-7	-2	1	7
COC(=O)c1cc(C(=O)c2c(C)cc3ccccn23)cc([N+](=O)[O-])c1	-18	24	2	1	-2	-3	8
CCN(CC)S(=O)(=O)c1cccc(-n2c(O)c(C=Nc3ccccc3C(=O)O)c3ccccc3c2=O)c1	-25	2	-4	-9	-3	8	3
CCN(CC)C(=O)c1cc2c(=O)oc3ccccc3c2s1	-15	-6	x	0	x	1	0
C=CCn1c(/N=C/c2ccc(OC)cc2)nc2ccccc21	-5	-1	x	x	x	1	-7
O=C(Cc1n[nH]c(=O)c2ccccc12)Nc1cccc(S(=O)(=O)N2CCCCCC2)c1	-26	-3	5	-11	0	2	13
CN1C(=O)C(C)(C)c2cc(S(=O)(=O)NCC3CCC(C(=O)NCc4ccccc4)CC3)ccc21 (configuration not stated)	-2	8	x	-5	-2	0	9
C[C@H](CO)N1C[C@H](C)[C@@H](CN(C)Cc2ccc(Oc3ccccc3)cc2)Oc2ccc(NC(=O)CCC(F)(F)F)cc2C1=O	x	2	-1	-2[16.7 µM]	4	4	-2
OC[C@@H]1CN(C2CCCC2)C[C@H](n2cnc3c(NC4CC4)ncnc32)O1	14	x	x	-4	1	0	5
O=C(Nc1ccc(N2CCOCC2)cc1)c1ccc([N+](=O)[O-])cc1	x	1	0	x	0	x	x
O=C(Nc1ccc(F)cc1)N1C[C@H]2[C@@H](c3ccccc31)[C@H](CO)N2C(=O)Cc1ccncc1	-37	7	3	-5[16.7 µM]	5	-6	1
COc1ccc(OC)c(C2=NOC(C(=O)NCc3cccs3)C2)c1 (configuration not stated)	x	2	0	x	0	x	x
CN(c1ccc(C(=O)Nc2ccccc2C(=O)N2CCCC2)cc1)S(C)(=O)=O	x	-5	x	-6	x	-1	x
O=C(O)CCCNc1ccc(S(=O)(=O)N2CCCCC2)cc1	x	-4	-1	x	2	x	x
Cn1cccc1CNCc1ccc(F)cc1	x	-14	0	2	-1	9	x
CC(C)C[C@H]1CN=C(N(C)C)N1CCc1cccc(F)c1	-24	-6	x	1	-9	2	5
Cc1cc(C(=O)OCC(=O)c2ccc(Br)s2)no1	19	-2	-4	-3	-2	-1	2
CC(=O)NCCCNS(=O)(=O)c1ccc(C)cc1	x	-6	-6	x	7	x	x
COC(C(=O)NCc1ccc(C)cc1)c1ccccc1 (configuration not stated)	-1	4	1	-1	-4	x	-9
O=C(Nc1nncs1)C1CC(=O)N(C2CCCC2)C1 (configuration not stated)	11	5	-1	x	3	1	2
C[C@H]1CN([C@@H](C)CO)S(=O)(=O)c2ccc(-c3ccncc3)cc2O[C@@H]1CN(C)C(=O)C1CC1	8	u	-2	4[16.7 µM]	1	-3	-1
COc1ccc(CC(NC(C)=O)C(=O)NC2CCN(c3nc(C)cc(C)c3C#N)CC2)c(OC)c1 (configuration not stated)	-45	-4	x	-8	x	0	1
O=C(N/C(=C\c1cccs1)C(=O)N1CCCCCC1)c1ccccc1	13	-2	0	-2	1	-2	-1
COC(=O)c1cccc(NC(=O)c2onc3c2CCCC3)c1	x	-79	-3	3	1	-6	x
CCOc1ccc2c(c1)nc(C)n2C	x	5	3	-3	-3	-1	x
O=C(CNC(=O)c1cccc(Br)c1)N/N=C/c1cn[nH]c1-c1ccccc1	x	7	-4	x	24	x	x
CCN(CC)C(=O)CSc1nnc(COc2ccc(OC)cc2)n1N	x	-2	1	x	-3	x	x
Fc1ccc(COc2ccccc2-c2ccnc3ncnn23)cc1	-6	3	-8	-3	-8	0	4
CO[C@@H]1CN(C)C(=O)c2cc(NC(=O)c3ccc(F)cc3)ccc2OC[C@@H](C)N(C)C[C@H]1C	-2	-9	-1	1[16.7 µM]	-1	58	-1
COc1ccccc1NC(=O)c1ccccc1C(=O)N(C)Cc1ccccc1	4	6	x	0	1	0	-3
COc1ccc(-c2cc(C(=O)OCC(=O)N(C)C3CCS(=O)(=O)C3)c3ccccc3n2)cc1OC (configuration not stated)	-4	-5	1	0	-1	-1	20
CCOC(=O)Cc1csc(SCC(=O)/C(C#N)=C(\C)N)n1	x	-2	x	-2	x	1	-8
CCC(C(=O)NC1CCCCC1)n1nc(C)c2c(C)n(-c3ccccc3)nc2c1=O (configuration not stated)	41	0	0	x	x	2	6
Fc1ccc(NC(=S)NN2CCOCC2)cc1Cl	x	-4	-10	x	2	x	x
CCc1ccc2c(c1)C(=O)C[C@]1(CCC[C@H](C)C1)O2	-15	-13	-6	x	-9	-1	-2
CC1CN(C(=O)CCC(=O)N2CCN(c3cccc(C(F)(F)F)c3)CC2)c2ccccc2O1 (configuration not stated)	9	3	-1	-8	-2	12	-4
Nc1c(Cl)ncnc1N/N=C/c1cccnc1	x	35	2	x	4	x	x
CCOc1ccc(N2C(=O)CC(NC3CCCCNC3=O)C2=O)cc1 (configuration not stated)	2	-7	x	-2	x	-1	0
C#Cc1ccc([C@@H]2C=C(C(=O)NCc3ccccc3)O[C@H](OCc3ccc(CO)cc3)C2)cc1	-8	-4	-2	x	0	0	-1
CCOC(=O)C1(Cc2ccccc2Cl)CCN(C(=O)c2cnccn2)CC1	2	-4	-1	6	-7	1	67*
C/C(=N\Nc1nc(N2CCOCC2)nc(N2CCOCC2)n1)c1cccs1	x	-2	-3	x	4	x	x
CCc1nc2c(c(=O)[nH]1)C(CC)(CC)Cc1ccccc1-2	-3	-8	0	-1	4	2	-7
Cc1ccc(NC(=O)N(Cc2ccc3c(c2)OCO3)Cc2cc3cc4c(cc3[nH]c2=O)OCCO4)cc1	34	13	x	-5	x	-2	4
CO[C@H]1CN(C)C(=O)c2ccc(NC(=O)c3cc(C)on3)cc2OC[C@H](C)N(CC2CC2)C[C@@H]1C	-1	-3	2	x	-1	-6	-12
C/C=C\C(=O)Nc1cccc(C2=NOC3(C2)C[C@@H](C(N)=O)N(C(=O)c2ccccc2)C3)c1 (some centres not stated)	11	-4	x	-3	-1	6	-1

One compound at a time, from the list above. Order of screens: C2C12 statin, ARNT TACC3 PPI, SIRT5 block, miR122 inh, ERp5 inh, Cneo AK release, esBAF inh
Cc1ccc(NC(=O)N(Cc2ccc3c(c2)OCO3)Cc2cc3cc4c(cc3[nH]c2=O)OCCO4)cc1 in the list: 34, 13, x, -5, x, -2, 4
CCOC(=O)Cc1csc(SCC(=O)/C(C#N)=C(\C)N)n1 in the list: x, -2, x, -2, x, 1, -8
C/C(=N\Nc1nc(N2CCOCC2)nc(N2CCOCC2)n1)c1cccs1 in the list: x, -2, -3, x, 4, x, x

Assay outcomes from PubChem BioAssay.
